Screens from PubChem.
STK33 inh = human STK33 kinase inhibition | purified STK33, MBP phosphorylation, ADP-Glo luminescence | inhibition, % at 10 µM | Q9BYT3 | hit rate 0.073% among 320,000;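 active means inhibition at or above 25%, using the most active replicate where run in duplicate; inactive means inhibition below 25%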
Target sequence (Q9BYT3 whole entry, looked up): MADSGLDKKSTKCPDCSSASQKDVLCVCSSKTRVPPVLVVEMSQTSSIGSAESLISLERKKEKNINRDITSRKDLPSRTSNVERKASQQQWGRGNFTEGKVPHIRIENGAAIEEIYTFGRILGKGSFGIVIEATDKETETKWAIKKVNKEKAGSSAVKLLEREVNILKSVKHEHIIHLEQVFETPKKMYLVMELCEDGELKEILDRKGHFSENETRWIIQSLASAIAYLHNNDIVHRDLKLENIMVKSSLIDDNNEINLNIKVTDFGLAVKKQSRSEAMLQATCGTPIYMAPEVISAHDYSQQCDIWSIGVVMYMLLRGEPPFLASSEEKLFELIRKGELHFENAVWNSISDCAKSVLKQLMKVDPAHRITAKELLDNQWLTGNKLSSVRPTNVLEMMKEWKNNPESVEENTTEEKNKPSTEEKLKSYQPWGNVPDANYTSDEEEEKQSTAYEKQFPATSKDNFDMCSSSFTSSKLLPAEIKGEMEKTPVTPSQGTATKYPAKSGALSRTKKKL
CHT allo act = allosteric activators of human choline transporter CHT. CHT-expressing cells, membrane potential dye, choline EC20; hits give high values; LV-AA mutant CHT in HEK293 cells. AID 488977. Q9GZV3. B-score at 10 µM. hit rate 0.49% among 310,000;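 active means initial fluorescence not abnormally high and integrated response B-score, plate-corrected, over 3 SD above library mean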
Target sequence (Q9GZV3 whole entry, looked up): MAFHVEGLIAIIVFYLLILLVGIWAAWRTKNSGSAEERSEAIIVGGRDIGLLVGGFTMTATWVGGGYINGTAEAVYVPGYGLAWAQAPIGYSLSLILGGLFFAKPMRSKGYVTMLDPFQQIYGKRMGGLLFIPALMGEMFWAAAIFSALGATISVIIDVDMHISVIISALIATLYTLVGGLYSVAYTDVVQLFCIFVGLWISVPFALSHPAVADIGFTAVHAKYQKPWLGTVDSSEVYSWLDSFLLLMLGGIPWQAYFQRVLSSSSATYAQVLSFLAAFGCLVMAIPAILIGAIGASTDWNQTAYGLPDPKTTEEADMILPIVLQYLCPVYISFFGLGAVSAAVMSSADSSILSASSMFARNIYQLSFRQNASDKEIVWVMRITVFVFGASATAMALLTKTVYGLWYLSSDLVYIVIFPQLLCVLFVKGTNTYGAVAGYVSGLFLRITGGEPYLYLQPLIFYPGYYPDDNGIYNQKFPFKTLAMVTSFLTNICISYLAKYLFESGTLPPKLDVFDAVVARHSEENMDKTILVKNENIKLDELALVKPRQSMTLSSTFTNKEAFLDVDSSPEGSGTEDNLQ
CHT inh = inhibitors of human choline transporter CHT | Q9GZV3 | CHT-expressing cells, membrane potential dye, choline response; hits give low values | B-score at 10 µM | hit rate 0.86% among 310,000;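 active means B-score over 3 SD under the library average, and starting fluorescence ratio not unusually high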;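 further: choline stimulus applied at its EC90 after an EC20 pre-addition; B-score computed on integrated fluorescence ratio after choline addition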
* = called active by the depositor; i = inactive; / = not tested or not shown.

SMILES | STK33 inh | CHT allo act | CHT inh
Cc1ccc(C(=O)Nc2nnc(S(=O)(=O)N3CCN(c4ccc(F)cc4)CC3)s2)cc1 | -0.1 | i | i
CN=C1S/C(=C\c2ccc(N3CCOCC3)c(F)c2)C(=O)N1C | 1.7 | i | i
O=C(Nc1ncccc1Cl)c1ccccc1F | -0.8 | i | i
O=C(CNS(=O)(=O)c1cccc2nonc12)NCc1ccc(F)cc1 | -0.8 | i | i
O=C(Nc1nnc(SCc2cccnc2)s1)C1CC(=O)N(c2ccc(F)cc2)C1 (stereo not drawn) | -2.1 | i | i
COc1ccc(C(=O)C2CCCN(C(=O)c3ccc(OC)o3)C2)c(C)c1 (stereo not drawn) | -1.5 | i | i
O=c1[nH]c2c(=O)[nH]cnc2nc1-c1ccccc1 | 0.2 | i | i
CCn1c(COc2ccc(OC)cc2)nc2ccccc21 | -2.3 | i | -5.2*
COc1ccc(CCNC(=O)C2CC3Cn4c(nc5cc(Cl)c(Cl)cc54)C3N2C)cc1 (stereo not drawn) | -1.1 | i | i
CCCCCCc1cc2cc(S(=O)(=O)c3ccc(F)cc3)c(=O)oc2cc1O | 0.4 | i | i
Cc1ccc(N2CCN(/N=C/c3cccnc3)CC2)cc1 | -0.5 | i | i
COc1ccccc1C(=O)NNC(=O)C(=O)Nc1ccc(C)c(Cl)c1 | -1.3 | i | i
Cc1ccc(C)c(OCC(=O)NC(Cc2c[nH]c3ccccc23)C(=O)O)c1 (stereo not drawn) | -1.3 | i | i
CN1CCC(Oc2ccc(Sc3ccccc3)cc2)CC1 | 0.0 | i | i
CCN1CCN(CCCN(Cc2ccco2)C(=S)Nc2cc(Cl)ccc2C)CC1 | -0.6 | i | i
CCCNc1ncnc2onc(C)c12 | -0.4 | i | i
N#CC1(c2ccc(NC(=O)c3ccccc3)cc2)CCCC1 | 0.0 | i | i
COC(=O)C1CCN(C(=O)c2sc3nc(-c4ccc(F)cc4)cn3c2C)CC1 | 0.4 | i | i
O=C(NC(=S)NCCO)c1cn(-c2ccccc2)nc1-c1ccccc1 | 0.2 | i | i
CC1CC/C(=C\c2ccc3c(c2)OCO3)C(=O)/C1=C/c1ccc2c(c1)OCO2 (stereo not drawn) | 0.2 | i | i
CC1(C)CC(=O)C(Sc2ccccc2)=C(O)C1 | -0.3 | i | i
COc1ccc(/C=C/CN2CCN(Cc3cccc(OC)c3)C(CCO)C2)cc1 (stereo not drawn) | -0.5 | i | i
COc1cc(NC(=O)c2ccco2)c(OC)cc1NC(=O)Nc1ccccc1Cl | -1.2 | i | i
O=C1N2CCSC2=NC1(Nc1nccs1)C(F)(F)F (stereo not drawn) | -0.6 | i | i
Cc1ccc(C(C(=O)NC(C)(C)C)N(C(=O)c2csnn2)c2ccccc2F)o1 (stereo not drawn) | -2.4 | i | i
Cc1cc(C)nc(SCc2ccc([N+](=O)[O-])cc2)n1 | -0.2 | i | i
CNC(=O)COC(=O)c1cc(SC)ccc1Cl | 0.1 | i | i
CC(C)(C)C(=O)NC(NC(=S)Nc1sc2c(c1C#N)CCCC2)C(Cl)(Cl)Cl (stereo not drawn) | 0.3 | i | i
COCC1=C(C(=O)OC)C(c2cccs2)n2ncnc2N1 (stereo not drawn) | -0.1 | i | i
O=C(Nc1ccc(Cl)c(Cl)c1)OCc1cnc(Cl)s1 | / | i | i
COC(=O)C1=NNC2(c3ccc(Cl)cc3)C(=O)N(c3ccccc3)C(=O)C12 (stereo not drawn) | -1.4 | i | i
COc1ccc(/C=N/NC(=O)c2ccncc2)c(C(=O)O)c1OC | -1.0 | i | i
CCOC(=O)/C=c1\s/c(=C\c2ccc(-c3ccccc3)cc2)c(=O)n1CC(=O)NCc1ccc2c(c1)OCO2 | 0.0 | i | i
COc1ccc(S(=O)(=O)N(CC(=O)NCc2cccnc2)C2CCCCC2)cc1OC | -1.2 | i | i
COc1ccc(C(=O)Nc2ccc(NC(=O)c3ccco3)c(Cl)c2)cc1OC | -1.0 | i | i
CCCCCN(C(=O)CCC(=O)OCc1cc(C)ccc1C)c1c(N)n(CCCC)c(=O)[nH]c1=O | -0.2 | i | i
Cc1cccc(C(=O)Nc2oc(-c3ccccc3)cc2C#N)c1 | 0.8 | i | i
C#CCOCCOCCOCCNc1nc(N2CCN(C(=O)[C@H](Cc3ccc(O)cc3)n3cc(C(N)CC(C)C)nn3)CC2)nc(N2CCN(C(=O)[C@H](CCC(=O)O)n3cc(C(N)[C@H](C)CC)nn3)CC2)n1 (stereo partly drawn) | 2.3 | i | i
S=c1[nH]nc(CNc2ccc(Cl)cc2)n1Cc1ccccc1 | -1.8 | i | i
O=C(Cc1ccc(-n2cccc2)cc1)NCc1ccccc1Cl | 0.3 | i | i
Cn1c(=O)n(C)c2cc(NS(=O)(=O)c3ccc4c(c3)CCCC4)ccc21 | 6.1 | i | i
CCOC(=O)c1c(NC(=O)CSc2nnc(Cc3ccccc3)o2)sc(C)c1C | 0.6 | i | i
COC(=O)C(C)Sc1nnc(-c2ccncc2)o1 (stereo not drawn) | 0.3 | i | i
Cc1nc(SCC2(C)CC2(Cl)Cl)n[nH]1 (stereo not drawn) | -1.7 | i | i
CC(C)(C)Nc1nc(OCC(F)(F)F)nc(OCC(F)(F)F)n1 | -0.8 | i | i
Cc1nn(CC(=O)NCCCc2ccccc2)c(=O)c2cccn12 | 0.3 | i | i
CCn1c(=O)c([N+](=O)[O-])c(NCC2CCCO2)c2ccccc21 (stereo not drawn) | 2.5 | i | i
Cc1cccc(Cn2nc(C(C)(C)C)cc2C(=O)Nc2ccc(F)cc2)c1 | -1.0 | i | i
O=C1NC(=Nc2ccccc2)SC1Cc1ccccc1 (stereo not drawn) | -0.8 | i | i
CSCCC(NC(=O)c1ccco1)C(=O)Nc1ccc(C)cn1 (stereo not drawn) | -1.2 | i | i
CCOc1cc(S(=O)(=O)n2ccc(C)n2)ccc1Br | -0.8 | i | i
O=C(NCC1CCCO1)c1cc2nc(-c3ccco3)cc(C(F)(F)Cl)n2n1 (stereo not drawn) | 1.0 | i | i
Cc1cc(C)nc(SCc2cn3c(C)cccc3n2)n1 | -0.7 | 6.8* | i
C=CCNC(=S)/C(=C(/[O-])c1ccccc1Br)[n+]1ccccc1 | 0.4 | i | i
O=S(=O)(c1ccc(S(=O)(=O)N2CCN3CCCC3C2)cc1)N1CCCC1 (stereo not drawn) | -2.2 | i | i
COc1ccc(-n2c(CN3CCOCC3)nc3ccc([N+](=O)[O-])cc3c2=O)c(OC)c1 | -0.1 | i | i
Cc1ccc(-c2nnc(CSc3nc4cc5c(cc4cc3C)OCO5)o2)cc1 | -0.2 | i | i
COc1ccc(CCNC(=S)N(C)C)cc1OC | 3.2 | i | i
COc1ccc(-c2sc3ccccc3c2C#CC2(O)CCCCC2)cc1 | -0.4 | i | i
C[C@H]1[C@H](C)CC[C@]2(C(=O)O)CC[C@]3(C)C(=CC[C@@H]4[C@@]5(C)C[C@@H](O)[C@H](O)C(C)(C)[C@@H]5CC[C@]43C)[C@H]12 | 1.0 | i | i

In the list so far, two have a CF3 group:
SMILES | STK33 inh | CHT allo act | CHT inh
O=C1N2CCSC2=NC1(Nc1nccs1)C(F)(F)F (stereo not drawn) | -0.6 | i | i
CC(C)(C)Nc1nc(OCC(F)(F)F)nc(OCC(F)(F)F)n1 | -0.8 | i | i

Following part.
SMILES | STK33 inh | CHT allo act | CHT inh
COc1cccc(/C=N/NC(=O)c2ccc3nc[nH]c3c2)c1O | 4.3 | i | i
O=C(Nc1cccc(Cl)c1)c1ccc(NCC2CCCO2)c([N+](=O)[O-])c1 (stereo not drawn) | 0.2 | i | i
CCc1cc2cc3c(cc2nc1SCC(=O)Nc1cc(OC)c(OC)cc1C(=O)O)OCO3 | -0.7 | i | i
CCOc1ccc(-c2nnc3ccc(SCc4ccc(C(=O)OC)o4)nn23)cc1 | -0.3 | i | i
O=C(CCCCCCC(=O)NCc1ccccc1)NCc1ccccc1 | 0.0 | i | i
O=C(O)C1CCCCC1C(=O)Nc1ccc(F)c(F)c1 (stereo not drawn) | -1.3 | i | i
Cc1ccoc1C(=O)NCCNc1ccc(Cl)cc1[N+](=O)[O-] | 1.4 | i | i
CC(/C=N/NC(=O)c1ccco1)=C\c1ccccc1 | -0.4 | i | i
Cc1ccc(C)n1-c1cc([N+](=O)[O-])ccc1-n1ccnc1 | 0.9 | i | i
O=C(C1=C(O)C(=O)N(CCN2CCOCC2)C1c1ccc([N+](=O)[O-])cc1)c1cccs1 (stereo not drawn) | -0.7 | i | i
Cc1cc(NC(=O)CSc2nnc(Cn3c(=O)sc4ccccc43)n2-c2ccccc2C)no1 | -0.5 | i | i
CC(C)(C)c1ccc(C(=O)NCC(=O)OCC(=O)Nc2ccc3c(c2)OCCO3)cc1 | -1.9 | i | i
O=C(CSc1nnc(-c2ccncc2)n1CCc1ccccc1)N1CCCC1 | -1.1 | i | i
Cc1cccn2c(=O)nc(SCC(=O)NCc3ccc4c(c3)OCO4)nc12 | 0.4 | i | i
COCC(C)NS(=O)(=O)c1ccc(NC(=O)C(Cc2ccccc2)NC(N)=O)cc1 (stereo not drawn) | 0.2 | i | i
CCc1ccc(C(=O)OCC(=O)NCCNC(=O)COC(=O)c2ccc(CC)cc2)cc1 | -2.4 | i | i
Nc1c(Cl)cc(C2=NCCn3c2c2ccc([N+](=O)[O-])cc2[n+]3[O-])cc1Cl | -1.7 | i | i
COc1ccc(OC)c(NC(=O)c2cccc(Cn3cc(Br)c([N+](=O)[O-])n3)c2)c1 | 0.0 | i | i
Cc1ccc(-n2[nH]c(C)c(CCC#N)c2=O)cc1 | -1.6 | i | i
O=C(NNC(=O)c1cccnc1SCc1cccc([N+](=O)[O-])c1)c1cccnc1 | -1.5 | i | i

Rewritten as a markdown table: entries from further up
| Molecule | STK33 inh | CHT allo act | CHT inh |
| --- | --- | --- | --- |
| O=C(NNC(=O)c1cccnc1SCc1cccc([N+](=O)[O-])c1)c1cccnc1 | -1.5 | i | i |
| COc1ccc(/C=N/NC(=O)c2ccncc2)c(C(=O)O)c1OC | -1.0 | i | i |
| O=C(O)C1CCCCC1C(=O)Nc1ccc(F)c(F)c1 (stereo not drawn) | -1.3 | i | i |
| COc1ccc(-c2sc3ccccc3c2C#CC2(O)CCCCC2)cc1 | -0.4 | i | i |
| O=C(CCCCCCC(=O)NCc1ccccc1)NCc1ccccc1 | 0.0 | i | i |

Further records.
SMILES | STK33 inh | CHT allo act | CHT inh
CCN(CC)CP(=O)(c1ccccc1)c1ccccc1 | -1.3 | i | i
COc1ccc(Cl)cc1S(=O)(=O)N(C)CC(=O)N1CCCC1 | 1.0 | i | i
CC(=O)NC(Cc1ccc(C)cc1)C(=O)NC1CCN(S(=O)(=O)c2ccccc2)CC1 (stereo not drawn) | -2.3 | i | i
CCCOc1ccc(-c2nnc(-c3ccncc3)o2)cc1 | -0.4 | i | i
CC(CC(=O)N(C)C1CCCCC1)S(=O)(=O)c1ccc2c(c1)NC(=O)CO2 (stereo not drawn) | 0.1 | i | i
O=C(NCC1CC1)c1ccc2c3n(nc2c1)-c1ccccc1CO3 | -1.0 | i | i
CC(C)Oc1ccc(C(=O)NCCCNC(=O)c2cccnc2)cc1 | -1.2 | i | i
Cn1c(SC/C=C/c2ccccc2)nnc1-c1ccco1 | 0.0 | i | i
O=C1OCCC1Sc1nc2cc(Cl)ccc2n1Cc1ccccc1 (stereo not drawn) | -4.0 | i | i
Cc1ccc(CNC(=O)C23CN(Cc4ccccc4)CC2C(c2ccc([N+](=O)[O-])cc2)=NO3)o1 (stereo not drawn) | -1.7 | i | i
COC(=O)c1cccc(Cn2cc([N+](=O)[O-])cn2)c1 | -2.0 | i | i
CCc1ccc(C(=O)c2ccccc2C(=O)O)s1 | -1.7 | i | i
Cc1ccc2nc(COc3ccc(Cl)cc3)cc(=O)n2c1 | -0.3 | i | i
CC(=O)c1ccc(S(=O)(=O)N(C)CC(=O)NCC2CCCCC2)cc1 | -1.1 | i | i
CCN(CC)S(=O)(=O)c1cc(NC(=O)c2cc([N+](=O)[O-])ccc2N2CCOCC2)ccc1C | 0.3 | i | i
CSc1nccc(NC(=O)c2cccc(Br)c2)n1 | 0.4 | i | i
O=C(NCCCN1CCOCC1)c1cc(-c2ccc(F)cc2)on1 | -0.5 | i | i
Cc1cc(-c2nnc(SCC(=O)NC3CC3)n2C(C)C)cs1 | -1.3 | i | i
COc1ccc(CCNC(=O)C2=CCN(S(=O)(=O)c3ccc(F)cc3)CC2)cc1OC | -1.5 | i | i
CCOC(=O)N1CCN(C(=O)c2cccn3c(=O)c4cc(Cl)ccc4nc23)CC1 | -0.6 | i | i

In the list so far, these contain a cyano group:
SMILES | STK33 inh | CHT allo act | CHT inh
N#CC1(c2ccc(NC(=O)c3ccccc3)cc2)CCCC1 | 0.0 | i | i
CC(C)(C)C(=O)NC(NC(=S)Nc1sc2c(c1C#N)CCCC2)C(Cl)(Cl)Cl (stereo not drawn) | 0.3 | i | i
Cc1cccc(C(=O)Nc2oc(-c3ccccc3)cc2C#N)c1 | 0.8 | i | i
Cc1ccc(-n2[nH]c(C)c(CCC#N)c2=O)cc1 | -1.6 | i | i

Other compounds:
SMILES | STK33 inh | CHT allo act | CHT inh
Cc1cccc2c(=O)c(C(=O)NCCc3ccccc3)c[nH]c12 | 0.1 | i | i
CCn1c(NC(=O)c2ccc(COc3ccc(C)cc3[N+](=O)[O-])o2)nc2ccccc21 | 0.6 | i | i
O=C1c2cccc(Sc3ccccc3)c2C(=O)c2c(Sc3ccccc3)cccc21 | -1.1 | i | i
CCC(CC)NC(=O)CSc1nnc(-c2ccc(OC)cc2)n1C(C)C | -0.5 | i | i
O=C(NCC(=O)N1CCCC(C(F)(F)F)C1)c1ccccc1Br (stereo not drawn) | / | i | i
CCOC(=O)c1ccc2nc(C)c(C)nc2c1 | 0.3 | i | i
